V-ATPase pHluor – alters yeast V-ATPase proton transport; S. cerevisiae, pHLuorin cytosolic pH fluorescence; response, % at 10 µM; hit rate 0.37% among 350,000; AID 504577; in the data active means response mostly above about 7.3%, no sharp cut-off; inactive means mostly below about 5.4%; further: actives read high; inactives centre near 0; some compounds called inactive have numbers as strong as hits; reference of the scale not given here
HTR5A ag ctr – counter-screen for OPRM1-OPRD1 agonists: human HTR5A agonism; P47898; HTR5A agonist assay, luminescence, cell-based; activation, % at 9.3 µM; hit rate 0.61% among 340,000; in the data active means activation mostly above about 9.5%, no sharp cut-off; inactive means mostly below about 7.6%;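 further: 0% = cells with vehicle only and 100% = reference agonist; strong numbers were not always called active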
Target sequence (P47898 whole entry, looked up): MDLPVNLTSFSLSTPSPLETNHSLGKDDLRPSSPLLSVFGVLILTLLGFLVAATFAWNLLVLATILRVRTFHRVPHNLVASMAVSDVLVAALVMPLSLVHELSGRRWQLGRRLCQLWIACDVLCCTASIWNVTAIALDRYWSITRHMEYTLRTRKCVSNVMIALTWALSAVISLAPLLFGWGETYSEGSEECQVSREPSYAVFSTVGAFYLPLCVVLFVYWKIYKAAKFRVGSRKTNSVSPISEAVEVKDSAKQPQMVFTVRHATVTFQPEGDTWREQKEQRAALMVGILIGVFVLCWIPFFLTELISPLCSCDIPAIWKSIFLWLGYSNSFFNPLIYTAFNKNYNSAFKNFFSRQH
Arr AP2 block – blocks beta-arrestin peptide binding to AP2 adaptin; hit rate 0.31% among 340,000; AID 504490; FITC-arrestin peptide / GST-AP2 beads, flow cytometry; AP2 beta2 appendage carries R879A mutation; inhibition, % at 10 µM;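 active means inhibition above a set limit, near 3 SD of compounds lacking own fluorescence, cut at about 54% in these data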;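 further: plate controls were DMSO wells for no effect and 5 µM unlabelled arrestin peptide for full effect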
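Assay system: GST-AP2 R879A bound to glutathione beads, E. coli-expressed; Medium: PBS with 0.05% Tween 20 and 0.1% BSA; Also added: fluorescein-tagged arrestin peptide at 50 nM final; Timing: 12 min plus 1 h, RT; Measured by: flow cytometry, FL1 (488/535 nm); Evaluation: percent drop in bead-associated FITC signal.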
DAGLB inh – blocks human DAGLB lipase activity | HEK293T DAGLB membrane lysate, EnzChek fluorogenic substrate | inhibition, % at 5.17 µM | hit rate 0.059% among 340,000 | AID 504411; in the data active means inhibition above about 34%;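 further: 0% = enzyme with vehicle and 100% = wells lacking enzyme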
PKA-R2B activ – activators of human PKA-R2B complex. hit rate 0.079% among 340,000. P22694+P31323. PKA-R2B holoenzyme dissociation, Cy5-IP20 fluorescence polarization; R2B truncated from residue 108, S112A mutant; 0% DMSO only, 100% 113 µM cGMP. activation, % at 11.4 µM;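 active means activation above a cutoff set at the mean over all compounds plus 3 SD, cut at about 18% in these data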;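 further: higher means more holoenzyme dissociation and a rise in polarization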
Target sequence (P31323 whole entry, looked up, other chains not shown, the tested form may be a part): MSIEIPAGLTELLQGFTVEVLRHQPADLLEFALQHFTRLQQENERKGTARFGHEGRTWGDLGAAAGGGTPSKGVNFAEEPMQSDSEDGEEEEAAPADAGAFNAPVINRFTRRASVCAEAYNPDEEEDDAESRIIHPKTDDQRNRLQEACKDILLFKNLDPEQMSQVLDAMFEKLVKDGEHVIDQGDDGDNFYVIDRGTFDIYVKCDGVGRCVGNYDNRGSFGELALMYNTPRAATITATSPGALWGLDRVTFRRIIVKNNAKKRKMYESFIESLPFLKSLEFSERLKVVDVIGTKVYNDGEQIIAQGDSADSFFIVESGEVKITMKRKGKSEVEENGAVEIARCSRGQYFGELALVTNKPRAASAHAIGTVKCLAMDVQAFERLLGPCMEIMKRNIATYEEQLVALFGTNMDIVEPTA
MOR-DOR inv ag – inverse agonists of human mu-delta opioid receptor heterodimerization. P35372+P41143. AID 504357. cell-based MOR-DOR heterodimer luminescence, inverse agonism. hit rate 0.21% among 340,000. inhibition, % at 9.3 µM; in the data active means inhibition above about 22%, passing the limit was not always enough;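 further: 0% = cells with DMSO and 100% = wells without cells with DMSO; values of inactives mirror those of a sister screen read the other way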
DSG3 Ab inh – inhibitors of pemphigus antibody binding to human desmoglein-3; P32926; DSG3-coupled beads, scFv-anti-DSG3-GFP binding, flow cytometry; active compounds read low; binding (percent of control), % at 10 µM; hit rate 0.48% among 310,000; AID 588358;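 active means binding more than 3 SD below its plate's average and above zero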;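 further: hits lower antibody fragment binding to DSG3; some compounds called inactive have numbers as strong as hits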
PKA-R1A act – PKA-R1A complex activation | P00514+P68181 | PKA-R1A dissociation, Cy5-IP20 fluorescence polarization; scaled: DMSO 0%, 113 µM cGMP 100% | activation, % at 11.4 µM | hit rate 0.083% among 340,000 | AID 504707;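 active means percent activation above the mean of all tested compounds plus 3 SD, cut at about 19% in these data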;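 further: higher means more PKAc released from R1A so a rise in polarization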
HTR5A inv ctr – counter-screen for OPRM1-OPRD1 inverse agonists: human HTR5A inverse agonism; AID 504634; inhibition, % at 9.3 µM; hit rate 0.083% among 340,000; HTR5A cell line, luminescence; P47898; in the data active means inhibition mostly above about 23%, no sharp cut-off; inactive means mostly below about 18%;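 further: 0% = cells with DMSO and 100% = no-cell wells with DMSO; some compounds called inactive have numbers as strong as hits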
MOR-DOR ag – agonists of human mu-delta opioid receptor heterodimerization. P35372+P41143. cells, OPRM1-OPRD1 heterodimerization, luminescence. activation, % at 9.3 µM. hit rate 0.3% among 340,000. AID 504326; in the data active means activation above about 18%;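 further: 0% = vehicle-treated cells and 100% = reference agonist; values of inactives mirror those of a sister screen read the other way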
The depositor's hits bear a star; . = no result given. Rows were taken by chance; overall some 2.4% were active at least once.

Compound,PKA-R2B activ,V-ATPase pHluor,HTR5A inv ctr,DSG3 Ab inh,DAGLB inh,MOR-DOR inv ag,MOR-DOR ag,Arr AP2 block,HTR5A ag ctr,PKA-R1A act
COc1ccc(S(=O)(=O)NCC2CCCN(Cc3cn(C)nc3C)C2)cc1 (configuration not stated),-6,0,1,.,0,4,-0.8,-4,-1,-1
C=CCN=C1S/C(=C/c2cccc([N+](=O)[O-])c2)C(=O)N1CC=C,-8,8,-5,.,-12,1,-0.3,23,-1,-14
Cc1ccc(C)c(CSC2=NCCN2S(=O)(=O)c2ccccc2)c1,0,3,-8,99,0,-2,0.5,-5,1,-13
O=c1cc(-c2ccc(O)cc2)oc2c(C3O[C@H](CO)[C@@H](O)[C@H](O)[C@H]3O)c(O)cc(O)c12 (some centres not stated),9,0,-16,107,3,9,-1.6,17,-1,7
N/C(Cc1ccccc1)=N\OC(=O)c1cccc2ccccc12,-2,-5,-25,85,-9,-58,8.8,-4,10,-9
CN1OC[C@@H]2CN[C@H](c3ccc(-c4cccc(F)c4)cc3)C[C@@H]21,2,-2,.,.,2,.,.,.,.,-7
O=C1N[C@H](Cc2ccccc2)COC(=O)[C@@H](Cc2ccc(F)cc2)CC/C=C/C[C@H]1CC(=O)N(CCO)Cc1ccccc1,-5,-6,-11,101,-2,13,-2.3,-4,0,-13
COC(=O)[C@H](Cc1ccccc1)NC(=O)NCc1cccs1,-2,3,26,97,0,2,-0.4,0,3,-6
COc1ccc(Nc2nc(N3CCN(C)CC3)nc3ccccc23)c(OC)c1,10,-3,0,99,0,12,-2.3,-5,-2,4
Nc1ccc(S(=O)(=O)NN=CC=Cc2ccccc2[N+](=O)[O-])cc1,1,-1,11,96,1,-9,1.8,-6,-3,-7
CSc1nc(N(C)C)c2ccccc2n1,-7,-1,24,98,-1,10,-1.8,2,-2,-12
CCN1C(=O)[C@@H]2[C@@H](c3ccc(-c4ccc(F)cc4)c(OC)c3)N3CCC[C@@]3(C(=O)OC)[C@@H]2C1=O,-1,-2,-16,112,0,13,-2.4,-5,-1,-15
COc1ccc(C(=O)NCC(c2ccccc2)c2ccccc2)cc1S(=O)(=O)N1CCOCC1,-3,1,-1,102,2,10,-2.5,-4,0,1
COc1cc(/C=N/Nc2ccc(S(N)(=O)=O)cc2)cc(OC)c1OC,-4,0,-5,101,1,-1,0.2,15,2,-14
CC1=C(C(=O)Nc2cccc(C(=O)NC(C)c3ccccc3)c2)SCCO1 (configuration not stated),-12,0,-18,105,2,4,-0.8,-3,7,0
CCN(C(=O)COC(=O)CCOc1ccccc1C)c1c(N)n(Cc2ccccc2)c(=O)[nH]c1=O,0,1,11,.,2,9,-2.3,8,-4,-7
CCOc1ccc(Oc2ccc(NS(=O)(=O)c3ccc(CCC(=O)O)cc3)cc2)cc1,-2,5,.,111,2,.,.,.,.,0
NC(=O)[C@H](Cc1cc2ccccc2s1)NC(=O)[C@@H]1CC2(CC(c3cccc(NC(=O)[C@@H]4CCC(=O)N4)c3)=NO2)CN1C(=O)/C=C/c1c(F)cccc1Cl (some centres not stated),-5,4,-8,100,6,5,-1.0,-1,-1,-6
Cc1oc(-c2ccccc2F)nc1CSCC(=O)NC1CCC(C)CC1 (configuration not stated),-10,0,-13,106,-1,-7,1.5,12,-1,-7
Cc1ccccc1NC(=O)Nc1ccc2c(c1)CCC2,4,3,-11,.,-3,-12,2.2,17,-1,13
COc1ccc(OCc2nc3ccc(S(=O)(=O)Nc4ccccc4Cl)cc3[nH]2)cc1,-1,0,4,102,2,6,-1.1,8,6,2
COC(=O)c1ccc(/C=C/C(=O)O)cc1,-7,0,-8,96,-4,7,-1.4,-9,3,1
O=C(Nc1ccccc1)c1cccc(S(=O)(=O)Nc2ccccn2)c1,6,4,5,98,0,7,-1.1,2,-2,11
CCOc1ccccc1NC1c2ccccc2C(=O)N1c1cccnc1 (configuration not stated),-5,-1,3,94,3,13,-2.3,14,6,-12
COC(=O)c1c(C)nc2ccccc2c1-c1ccccc1,-5,1,14,94,-6,14,-2.7,5,-1,-4
CC1(C)CC(=O)C=C(N2CCCC2)C1,-4,2,-14,122,-2,13,-2.8,5,-3,3
CCCN(CC1CC1)C(=S)NC(=O)c1ccc(S(=O)(=O)N2CCOCC2)cc1,-2,2,13,99,-1,9,-1.7,-4,-1,2
Cc1ccc(NC(=O)c2ccccc2NS(=O)(=O)c2ccc(Cl)s2)cc1,7,-2,4,108,15,-11,2.1,29,2,-4
COc1ccc2ccccc2c1C1CC(=O)N2CN(Cc3ccco3)CSC2=C1C#N (configuration not stated),7,1,-8,100,8,9,-1.6,11,2,-9
COc1cc(C2C=C(c3cccs3)Nc3ncnn32)cc(OC)c1OC (configuration not stated),11,-2,-12,102,-89,11,-2.4,-9,4,-3

Given with values under each structure: part of the list above
Order of results: PKA-R2B activ, V-ATPase pHluor, HTR5A inv ctr, DSG3 Ab inh, DAGLB inh, MOR-DOR inv ag, MOR-DOR ag, Arr AP2 block, HTR5A ag ctr, PKA-R1A act
> CC1=C(C(=O)Nc2cccc(C(=O)NC(C)c3ccccc3)c2)SCCO1 (configuration not stated)
  -12, 0, -18, 105, 2, 4, -0.8, -3, 7, 0
> CCN(C(=O)COC(=O)CCOc1ccccc1C)c1c(N)n(Cc2ccccc2)c(=O)[nH]c1=O
  0, 1, 11, ., 2, 9, -2.3, 8, -4, -7
> CCOc1ccc(Oc2ccc(NS(=O)(=O)c3ccc(CCC(=O)O)cc3)cc2)cc1
  -2, 5, ., 111, 2, ., ., ., ., 0
> NC(=O)[C@H](Cc1cc2ccccc2s1)NC(=O)[C@@H]1CC2(CC(c3cccc(NC(=O)[C@@H]4CCC(=O)N4)c3)=NO2)CN1C(=O)/C=C/c1c(F)cccc1Cl (some centres not stated)
  -5, 4, -8, 100, 6, 5, -1.0, -1, -1, -6
> Cc1oc(-c2ccccc2F)nc1CSCC(=O)NC1CCC(C)CC1 (configuration not stated)
  -10, 0, -13, 106, -1, -7, 1.5, 12, -1, -7
> Cc1ccccc1NC(=O)Nc1ccc2c(c1)CCC2
  4, 3, -11, ., -3, -12, 2.2, 17, -1, 13
> COc1ccc(OCc2nc3ccc(S(=O)(=O)Nc4ccccc4Cl)cc3[nH]2)cc1
  -1, 0, 4, 102, 2, 6, -1.1, 8, 6, 2
> COC(=O)c1ccc(/C=C/C(=O)O)cc1
  -7, 0, -8, 96, -4, 7, -1.4, -9, 3, 1
> O=C(Nc1ccccc1)c1cccc(S(=O)(=O)Nc2ccccn2)c1
  6, 4, 5, 98, 0, 7, -1.1, 2, -2, 11
> CCOc1ccccc1NC1c2ccccc2C(=O)N1c1cccnc1 (configuration not stated)
  -5, -1, 3, 94, 3, 13, -2.3, 14, 6, -12
> COC(=O)c1c(C)nc2ccccc2c1-c1ccccc1
  -5, 1, 14, 94, -6, 14, -2.7, 5, -1, -4
> CC1(C)CC(=O)C=C(N2CCCC2)C1
  -4, 2, -14, 122, -2, 13, -2.8, 5, -3, 3

Next part.
Compound,PKA-R2B activ,V-ATPase pHluor,HTR5A inv ctr,DSG3 Ab inh,DAGLB inh,MOR-DOR inv ag,MOR-DOR ag,Arr AP2 block,HTR5A ag ctr,PKA-R1A act
O=C(NCC1CC1)c1onc(CSc2ccncc2)c1C(=O)NCC1CC1,0,0,4,104,1,5,-0.7,14,2,-1
CC(=O)N1c2ccc([N+](=O)[O-])cc2NC(=O)CC1C (configuration not stated),-6,-1,-7,100,0,3,-0.6,-7,2,-1
O=C(Nn1c(-c2ccncc2)nc2ccccc2c1=O)c1ccc([N+](=O)[O-])cc1Cl,-2,0,1,103,0,-14,2.4,20,0,-2
O=C(NC1CCS(=O)(=O)C1)c1ccc(S(=O)(=O)N2CCCC2)cc1 (configuration not stated),-8,-5,-34,110,1,12,-2.2,5,8,5
COc1cc(N)c(Cc2nccc3cc(OC)c(OC)cc23)cc1OC,-13,-1,2,102,0,-9,1.5,17,-1,3
Cc1cccc(NS(=O)(=O)c2ccc(OCC(=O)N3CCCC3)cc2)c1,1,3,-33,108,-1,8,-1.2,-7,-2,3
CN1CCN(C(=O)C2=C[C@@H](C3CC3)C[C@@H](OCc3ccc(CO)cc3)O2)CC1,-1,0,-24,104,3,11,-2.0,3,-4,-10
CCOC(=O)C1CCCN(C(=O)c2cn(CC(C)C)c(=O)c3cc(OC)c(OC)cc23)C1 (configuration not stated),-4,3,2,.,-1,6,-1.1,-5,-1,3
CCc1nn(CCCC(=O)N2CCN(c3cccc(C)c3C)CC2)c(=O)c2cc3occc3n12,-4,-1,-18,101,-4,4,-0.7,-4,1,2
CCOc1ccc(CN2CCN(C(=O)c3cccc(F)c3)CC2)cc1,6,4,-16,99,0,-9,1.5,22,3,-4
Cc1oc(-c2cccc(C(F)(F)F)c2)nc1CN1CCN(c2ccccn2)CC1,-13,2,-4,104,-3,-47,9.6,5,5,-7
Nn1c(SCC(=O)N2CCN(S(=O)(=O)c3ccccc3)CC2)nnc1-c1cccs1,-3,-3,-5,98,0,6,-1.0,99*,-4,-4
CCC(=O)Nc1ccc(NC(=O)c2ccccc2Cl)nc1,-5,1,-22,.,0,5,-0.8,-3,-2,0
CC(NC(=O)C1CCCCC1)C(c1cccs1)N1CCOCC1 (configuration not stated),-9,4,13,86,1,6,-1.1,2,1,-16
CCOC(=O)C(CC)Sc1ncnc2c1nnn2-c1ccc(F)cc1 (configuration not stated),8,-4,-1,105,-6,-3,0.5,3,1,3
CNC(=O)c1[nH]cnc1C(=O)Nc1ccccn1,13,-3,30,126,2,1,-0.2,-13,-5,7
O=C(CNS(=O)(=O)c1ccccc1)NCC(=O)OCc1ccc(Cl)cc1,6,0,5,99,-1,7,-1.4,37,9,-9
COc1ccc(S(=O)(=O)Nc2nc3c(s2)CCCC3)cc1,-2,12,-3,101,0,1,-0.2,14,-1,7
S=C(NN=Cc1ccc2c(c1)OCO2)NN=Cc1ccc2c(c1)OCO2,-7,-3,11,.,3,1,-0.1,-4,-3,-20
O=C(O)c1cnn(-c2ccccc2)c1-c1ccccc1,-11,-2,8,99,-2,-2,0.4,-5,-4,6
O=C(CSc1nnc(Cc2cccs2)n1C1CCCCC1)N1CCCc2ccccc21,-21,0,-8,101,-1,5,-0.9,-9,5,2
Cc1cc(C)n(-c2nc3c(c(=O)[nH]c(=O)n3C)n2CC(C)C)n1,-4,2,-15,96,1,-2,0.5,16,2,1
Cc1ccc(CN(C)C(=O)C2CCC(=O)N(CC3CCCCC3)C2)o1 (configuration not stated),3,-4,22,108,0,-7,1.8,10,-8,0
CCCCCCCNc1nc(Cl)nc(NCCO)n1,-7,-4,1,102,1,-8,1.1,-3,0,-24

Screening results from PubChem BioAssay.
